# Compound activity as filed in PubChem BioAssay.
# MEX-5 binding: C. elegans MEX-5 TCR-2 RNA binding activity; 300,000 tested, 0.38% active; activity score (negative = inhibition of binding), % at 10 µM; MEX-5/FITC-TCR2 RNA binding, fluorescence polarization; active compounds read low; Q9XUB2; AID 1832;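 active = inhibition past about -25% in most replicates, and total fluorescence under double the plate's negative control median, limit read from the data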;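 note: 0% = DMSO and -100% = 5 µM competing unlabeled TCR2 RNA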
# TPT1 inhibitor: blocks Candida albicans tRNA 2'-phosphotransferase; recombinant caTPT1, FP RNA substrate dephosphorylation; inhibition, % at 5 µM; 300,000 tested, 0.81% active;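 active = inhibition above the mean of all tested compounds plus 3 SD, set per screening campaign, cut at about 24% in these data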;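 note: plate controls were DMSO alone for no effect and ferristatin control at 100 nM for full effect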
# MCL1 BIM primary: disrupts human MCL1 binding to BIM-BH3 peptide | Q07820 | GST-MCL1 / FITC-Bim-BH3 fluorescence polarization | inhibition, % at 10.9 µM | 320,000 tested, 0.68% active;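 active = inhibition above the mean inhibition of all tested compounds plus 3 SD, set per campaign, cut at about 40% in these data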;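 note: 0% = DMSO wells and 100% = unlabeled Bim-BH3 peptide control; higher means more loss of mP so more displacement of Bim peptide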
# PME-1 primary: PME-1 (human) inhibition | Q9Y570 | recombinant PME-1, FP-Rh probe fluorescence polarization | inhibition, % at 5.9 µM | 320,000 tested, 0.53% active;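 active = inhibition above the campaign mean of all compounds plus 3 SD, cut at about 26% in these data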;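 note: competitive labeling of PME-1 active site by serine hydrolase directed probe; 0% = PME-1 with DMSO and 100% = wells lacking PME-1 enzyme; inhibitors block probe labeling so polarization falls and inhibition rises; many of its hits are not listed in these tables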
# Target sequence (Q9Y570 whole entry, looked up): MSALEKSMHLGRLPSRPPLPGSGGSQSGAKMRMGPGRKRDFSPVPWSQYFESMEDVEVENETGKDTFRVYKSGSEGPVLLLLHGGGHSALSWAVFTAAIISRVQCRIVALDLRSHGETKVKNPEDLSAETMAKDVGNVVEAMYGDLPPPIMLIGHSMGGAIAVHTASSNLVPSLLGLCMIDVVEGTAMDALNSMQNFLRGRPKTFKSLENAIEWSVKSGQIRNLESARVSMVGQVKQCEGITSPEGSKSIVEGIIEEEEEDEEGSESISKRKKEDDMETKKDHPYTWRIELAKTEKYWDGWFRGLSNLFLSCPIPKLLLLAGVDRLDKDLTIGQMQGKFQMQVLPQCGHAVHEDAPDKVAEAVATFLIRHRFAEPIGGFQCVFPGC
# GLD-1 TGE inh: GLD-1-TGE RNA interaction inhibition (C. elegans) | purified GLD-1 + fluorescein TGE RNA, fluorescence polarization | inhibition, % at 5.96 µM | 320,000 tested, 0.44% active;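 active = percent inhibition above a per-plate cutoff, the plate mean of test compounds plus 3 SD, cut at about 30% in these data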;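 note: 0% = DMSO wells with GLD-1 and probe and 100% = wells lacking GLD-1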
# Fam108B counter: blocks mouse Fam108B hydrolase in RBBP9 counter-screen; recombinant Fam108B, FP-Rh probe fluorescence polarization; inhibition, % at 9.51 µM; 300,000 tested, 0.33% active;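 active = inhibition above the screen mean inhibition plus 3 SD, computed separately per campaign, cut at about 18% in these data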;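 note: inhibitors lower polarization as less probe binds the enzyme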
# PAD4 inh: inhibitors of human PAD4; recombinant PAD4, RCA probe fluorescence polarization; AID 485272; inhibition, % at 6.36 µM; 330,000 tested, 0.41% active;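 active = percent inhibition above a cutoff equal to the mean of all tested compounds plus 3 SD, cut at about 15% in these data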;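 note: 0% = PAD4 with RCA probe and DMSO and 100% = probe without PAD4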
# Target sequence (Q9UM07 whole entry, looked up): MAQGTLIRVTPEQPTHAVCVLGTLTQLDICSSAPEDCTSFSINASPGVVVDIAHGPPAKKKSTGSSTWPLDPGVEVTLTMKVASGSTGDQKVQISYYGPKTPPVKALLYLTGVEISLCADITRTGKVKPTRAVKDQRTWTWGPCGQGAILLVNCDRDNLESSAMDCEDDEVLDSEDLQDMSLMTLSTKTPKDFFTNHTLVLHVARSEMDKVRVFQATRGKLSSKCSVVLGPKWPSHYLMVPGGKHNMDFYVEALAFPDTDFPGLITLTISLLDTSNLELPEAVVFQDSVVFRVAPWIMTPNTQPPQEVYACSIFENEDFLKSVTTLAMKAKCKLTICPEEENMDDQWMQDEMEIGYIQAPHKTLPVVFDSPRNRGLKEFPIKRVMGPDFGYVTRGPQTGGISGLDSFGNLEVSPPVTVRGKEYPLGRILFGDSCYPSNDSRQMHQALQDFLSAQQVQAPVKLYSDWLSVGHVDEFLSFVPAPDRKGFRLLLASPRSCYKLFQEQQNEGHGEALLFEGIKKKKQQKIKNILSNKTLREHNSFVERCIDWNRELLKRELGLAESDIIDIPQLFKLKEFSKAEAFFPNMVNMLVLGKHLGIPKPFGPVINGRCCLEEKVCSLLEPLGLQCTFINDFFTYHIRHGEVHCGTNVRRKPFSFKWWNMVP
# Bcl-xL primary: Bcl-xL (human) inhibition; inhibition, % at 10.9 µM; Q07817; GST-Bcl-xL / FITC-Bim BH3 peptide fluorescence polarization; AID 2129; 320,000 tested, 0.7% active;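 active = inhibition above the mean of all tested compounds plus 3 SD, cutoff set per campaign, cut at about 30% in these data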;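 note: 0% = DMSO wells and 100% = unlabeled Bim-BH3 peptide competitor; inhibitors lower millipolarization by displacing the labeled peptide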
# GSTO1 inh: counter-screen for RBBP9 inhibitors: inhibitors of human GSTO1. P78417. recombinant GSTO1, activity-based probe fluorescence polarization. inhibition, % at 5.96 µM. 300,000 tested, 1.1% active. AID 1974;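 active = inhibition above the campaign mean inhibition plus 3 SD, cut at about 35% in these data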;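 note: 0% = GSTO1-1 with DMSO and 100% = wells lacking GSTO1-1 enzyme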
# Numbers without * were called inactive; . = not tested or not shown. This is a subset (hit frequency here may not be typical).
SMILES,MEX-5 binding,TPT1 inhibitor,MCL1 BIM primary,PME-1 primary,GLD-1 TGE inh,Fam108B counter,PAD4 inh,Bcl-xL primary,GSTO1 inh
Cc1noc(C)c1COc1ccccc1C(=O)N(C)CC(=O)Nc1ccc(Cl)c(Cl)c1,-0.9,-2,-3,3,-9,2,-6,1,-4
O=C1N=NC(=O)N1c1ccccc1,1.8,0,8,1,0,0,-4,6,5
CC(C)Oc1ccc(C(=O)Nc2c3c(nn2C(C)(C)C)CS(=O)(=O)C3)cc1,0.1,2,6,-1,-7,1,0,3,6
COC(=O)CN(C#N)c1nc(NC(C)C)nc(OC)n1,-1.0,0,9,5,3,1,4,7,7
COc1ccc(-c2cc(=O)oc3cc(OCC(=O)NCCN4CCOCC4)ccc23)cc1,1.7,-1,6,-1,4,-1,-3,6,2
Cc1cc(S(=O)(=O)NCc2ccc3c(c2)OCO3)ccc1F,3.5,0,-14,3,-1,-3,-13,-5,-2
O=c1oc2ccccc2c(NC2CCCCC2)c1NS(=O)(=O)c1ccc(Cl)cc1,0.7,-5,8,-3,0,0,-1,5,0
CC(C)Cc1cc(C(=O)N2CCCC(C(=O)c3cc(F)ccc3F)C2)no1 (stereo not drawn),2.6,-2,-3,-1,6,-3,-2,0,0
Cc1ccc(NC(=O)C2CCCN2S(=O)(=O)c2ccc3c(c2)n(C)c(=O)c(=O)n3C)cc1 (stereo not drawn),-0.4,-2,0,-4,2,4,-1,0,-5
CC(C)C1Oc2ccccc2N(CC(=O)N(Cc2ccncc2)Cc2ccco2)C1=O (stereo not drawn),2.5,2,-3,0,0,-1,0,1,6
CCOc1ccc(CCNC(=O)CN2CCN(Cc3ccc(F)cc3)C2=O)cc1OCC,1.9,3,-6,-1,-2,0,3,1,-4
COc1ccc(CCNC(=O)C(=O)NCC2CCCN2S(=O)(=O)c2cccs2)cc1 (stereo not drawn),0.3,3,-3,2,-1,0,-3,-3,2
COc1cccc(NC(=O)CCN2CCOCC2)c1,0.8,0,2,3,9,1,-4,3,-7
COc1ccccc1NC(=O)Cn1cnc2sc(C)c(S(=O)(=O)N3CCCCC3)c2c1=O,-0.3,4,-7,-1,0,-3,-6,-4,5
CCCCn1nc(C(=O)Nc2ccc(-n3cnnn3)cc2)c2ccccc2c1=O,.,.,1,-8,6,.,-2,-2,.
COc1ccc(S(=O)(=O)N2CCCCCC2)cc1C(=O)N1CCCC(C(F)(F)F)C1 (stereo not drawn),1.7,-2,-3,-1,-7,1,-4,2,8
CC1CCCC(NC(=O)COC(=O)c2c[nH]c(=O)[nH]c2=O)C1C (stereo not drawn),.,2,-10,1,-2,-4,-1,0,-5
CC(C)(C)NC(=O)NCC1CCCC1NC(=O)NC(C)(C)C (stereo not drawn),-1.5,3,3,-4,-3,2,1,-2,2
CCOC(=O)c1c(NC(=O)c2ccc(S(=O)(=O)N3CCOCC3)cc2)sc2c1CCN(C)C2,11,5,5,3,3,1,-6,4,-8
O=C1c2cccc3cccc(c23)C(=O)N1/N=C/c1ccc(O)cc1O,-3.3,1,2,0,0,1,2,9,12
CCOC(=O)C1(Cc2cccc(OC)c2)CCCN(S(=O)(=O)N(C)C)C1 (stereo not drawn),-0.1,-4,-3,4,4,-2,-5,4,-3
C=CCNC(=O)c1cc(-c2ccc(Br)cc2)on1,-1.6,5,-4,-7,-7,-11,-3,-1,-2
COc1ccc(OCc2cc(C(=O)N3CCCC3)no2)c2ccccc12,-3.6,-2,25,11,12,4,-3,20,17
CCOc1ccc(N(CC(=O)Nc2ccccc2OC)S(C)(=O)=O)cc1,1.2,-5,4,1,-1,2,-1,1,8
COC(=O)Cn1c(=O)c(C)nc2ccccc21,0.5,0,-2,-1,0,0,2,5,3
COc1cc(OC)cc(C(=O)N[C@H](C(=O)OCC(=O)Nc2ccc(C(N)=O)cc2)C(C)C)c1,1.0,0,-13,0,-4,-3,-1,0,1
CN(Cc1ccccc1)C(=O)COc1ccccc1,-0.4,-4,-3,0,-3,0,0,5,-1
Cc1nc(N/N=C\c2ccc3c(c2)OCO3)sc1C,-1.3,-1,-7,3,3,4,2,-9,1
NC(N)=NC(N)=Nc1ccccc1,.,.,7,1,2,.,-1,-1,.
O=C(NCCCN1CCOCC1)c1cc(-c2ccc(Cl)s2)nc2ccccc12,-3.4,-1,11,-6,0,-1,3,11,-7
CN(NC(=O)c1ccccc1F)c1ncccc1[N+](=O)[O-],0.4,-1,-9,3,2,2,1,-3,3
CCC1CCc2c(sc(NC(=O)C3c4ccccc4Oc4ccccc43)c2C(N)=O)C1 (stereo not drawn),0.1,0,-6,-7,-2,-13,-8,1,1
Cc1cc(C(=O)OCC(=O)NCc2ccccc2)c(C)o1,-1.9,2,0,-1,-8,3,-3,-4,11
CCOC(=O)c1c(C)oc2ccc(OCC(=O)C(C)(C)C)cc12,1.4,1,-2,-1,-11,0,2,0,-3
CCOC(=O)CC1=C(C(=O)OCC)C(c2ccc(OC)c(OC)c2)C(C#N)=C(N)O1 (stereo not drawn),-5.4,20,26,2,20,1,2,27,7
Cc1ccc(NC(=O)c2sc3ncn(CC(=O)N4CCN(c5ccccn5)CC4)c(=O)c3c2C)cc1Cl,0.6,-1,4,-1,-5,-23,-2,0,-5
COc1ccc(NC(=O)Nc2ccc(C)cc2OC(F)F)cc1OC,0.4,-4,0,5,-1,-1,1,8,3
COc1cccc(N2CCN(Cc3ccsc3)CC2)c1,-0.3,-3,0,-3,3,3,1,4,26
Cc1ccc(S(=O)(=O)Nc2ncnc3sc(C)c(C)c23)cc1,.,.,-1,4,-4,.,-10,4,.
Nc1cc(C(=O)c2cccs2)ccc1Cl,-0.8,-2,-1,-2,5,3,-3,0,1
COc1ccc(-c2cc(CNC(=O)CN(C)Cc3ccccc3)on2)cc1,1.2,0,0,4,4,-1,2,3,4
CCOc1ccc(CNC(=S)N/N=C/c2ccncc2)cc1,0.7,3,10,0,7,-1,1,3,3
CCCCn1c(N)c(N(CCOC)C(=O)c2cnc(C)cn2)c(=O)[nH]c1=O,-7.0,1,-9,-5,-2,-2,-1,-3,-5
CC(CCc1ccccc1)NC(=O)Cc1ccccc1 (stereo not drawn),1.3,1,12,-6,7,-4,-2,8,5
O=C(Nc1ccc(N2CCOCC2)cc1N1CCOCC1)c1ccc(Br)cc1,0.6,-2,10,2,-1,-2,-3,8,3
CC1=Nc2cc(C(=O)O)ccc2Sc2ccc(Br)cc21,.,0,23,1,5,0,-1,13,-13
CCCCN(C)Cc1c(C)[nH]c2ccccc2c1=O,1.1,3,3,4,-8,-2,-1,9,-15
Cc1cc(C)c2sc(N(CCCN(C)C)C(=O)c3ccc(S(=O)(=O)N4CCc5ccccc5C4)cc3)nc2c1,-0.8,5,0,2,-6,4,-4,0,-6
CCCCCCCC(=O)Nc1cc(C(=O)NCCC)ccc1N1CCC2(CC1)CC(c1ccccc1)=NO2,4.2,1,5,-1,-2,0,0,3,-5
CC(C)c1cc(C(N)=O)c(NC(=O)C2CCC2)s1,-2.1,1,3,0,-2,1,-2,4,0

# The listing continues.
SMILES,MEX-5 binding,TPT1 inhibitor,MCL1 BIM primary,PME-1 primary,GLD-1 TGE inh,Fam108B counter,PAD4 inh,Bcl-xL primary,GSTO1 inh
O=C(NCc1ccc2c(c1)OCO2)c1ccc(S(=O)(=O)C(F)F)cc1,-0.5,-4,-3,1,7,0,-6,-2,5
O=C(Nc1ccc(F)cc1Cl)C1=COCCO1,-4.0,-1,3,-1,1,1,0,6,-6
CCOCCN1CCN(C(=O)CN2CCCC2=O)CC1,2.0,2,5,-2,6,-4,-4,3,0
CCOc1ccc(C2/C(=C(\O)c3ccc(OC)c(OC)c3)C(=O)C(=O)N2c2cc(C)on2)cc1OC (stereo not drawn),0.2,-5,5,1,2,4,1,7,7
COCCNC(=O)c1ccc2c(c1)nc(C)n2-c1cccc(F)c1,-0.2,1,12,1,-3,2,2,8,0
Cn1cc(CC(=O)NCCCN2CCCC2=O)c2ccccc21,0.4,0,-2,5,3,1,0,-2,-3
CCC(C)(C)NC(=O)C(c1ccccc1)N(Cc1cccnc1)C(=O)c1csnn1 (stereo not drawn),-0.7,4,11,-1,3,-3,-5,7,5
CN1CCN(CCC(=O)N/N=C/c2cc([N+](=O)[O-])ccc2O)CC1,-3.8,0,1,0,4,-3,2,1,-1
O=C(c1ccco1)N1CCN(c2ncccn2)CC1,-0.8,-2,-1,-2,0,-1,2,2,4
CCCn1cc(S(=O)(=O)CC(=O)Nc2ccc(OC)cc2OC)c2ccccc21,-7.9,2,3,7,1,0,4,1,5
CC1CCc2cc(F)ccc2N1C(=O)C12CCC(C)(C(=O)O1)C2(C)C (stereo not drawn),1.2,3,-1,-1,4,-3,0,1,0
CCOc1ccccc1N1CC(C(=O)N(C)Cc2cccnc2)CC1=O (stereo not drawn),-1.8,-2,10,4,6,1,1,5,4
COc1cc(CCN2C(=O)c3cccc4cccc(c34)C2=O)c(S(=O)(=O)NCCO)cc1OC,-0.1,-1,-5,-4,1,-2,3,3,-2
COc1ccc(OC)c(-c2cc(C(=O)Nc3c(C)nn(Cc4ccccc4Cl)c3C)no2)c1,2.8,-3,-6,-5,10,-9,-6,4,-6
Cc1ccc(-n2ncc(Cl)c2C(=O)NC2CC2)cc1,-0.3,5,6,-5,-9,-16,-4,-2,-7
CCN1C(=O)/C(=C/c2cccs2)S/C1=N\S(=O)(=O)c1ccc(C)cc1,-1.4,-2,5,2,3,-1,-2,8,-1
Cn1c(=O)c2c(SC3CCCC3)nc(C3CC3)nc2n(C)c1=O,-1.0,1,4,-5,-7,-3,-6,-2,2
COc1ccc(-n2nc3c(c2NC(=O)CBr)CSC3)cc1,0.0,-3,6,-4,4,0,-2,11,-4
O=C(N/N=C/c1ccccc1C(F)(F)F)c1ccc(O)cc1,-0.7,1,4,-5,7,-2,2,2,1
Cc1ccc(CC(=O)N2CCC(c3nc4c(nnn4Cc4ccccc4)c(=O)[nH]3)CC2)cc1,1.5,2,8,6,1,-1,2,7,2
c1ccc2c(c1)nc(N1CCCCC1)c1ccccc12,-1.9,1,-4,-1,2,2,-2,0,-13
COc1ccc(NC(=O)CC23CC4CC(C2)CC(n2nnc(C)n2)(C4)C3)cc1,1.8,-3,1,-1,3,0,1,6,6
Cc1ccc(NC(=O)CSc2nc3ccccc3c(=O)n2CCCC(=O)NCCCN2CCOCC2)cc1C,1.0,3,2,-2,4,2,3,6,10
CCc1cccc(NC(=O)C2CCCN(c3cnccn3)C2)c1 (stereo not drawn),-1.0,1,-4,2,3,-2,5,1,1
O=C1CC(SCCc2nc3ccccc3[nH]2)C(=O)N1c1ccc(F)cc1 (stereo not drawn),2.9,0,8,7,8,-2,-3,7,0
O=C(CN1C(=O)NC2(CCCC2)C1=O)N1CCN(S(=O)(=O)c2ccc(Cl)c(C(F)(F)F)c2)CC1,1.2,-2,3,1,2,2,-3,7,1
Cc1ccc(NC(=O)CN2CCN(Cc3ccccc3)CC2)c(Br)c1,0.7,-1,-2,-2,-4,-2,-8,2,-3
COc1ccccc1NC(=O)C(=O)N/N=C(\C)CC(=O)Nc1ccccc1C(F)(F)F,3.0,-2,6,-20,8,-1,-2,4,7
